# Screening data from PubChem.
# CHRM1 PAM – potentiates human M1 receptor response to acetylcholine | P11229 | CHO-K1 hM1, Fluo-8 calcium fluorescence, ACh EC20; 0% = ACh EC20, 100% = maximal ACh | activation, % at 3 µM | hit rate 0.088% among 360,000 | AID 588819; in the data active = activation above about 19%, passing the limit was not always enough
# Target sequence (P11229 whole entry, looked up): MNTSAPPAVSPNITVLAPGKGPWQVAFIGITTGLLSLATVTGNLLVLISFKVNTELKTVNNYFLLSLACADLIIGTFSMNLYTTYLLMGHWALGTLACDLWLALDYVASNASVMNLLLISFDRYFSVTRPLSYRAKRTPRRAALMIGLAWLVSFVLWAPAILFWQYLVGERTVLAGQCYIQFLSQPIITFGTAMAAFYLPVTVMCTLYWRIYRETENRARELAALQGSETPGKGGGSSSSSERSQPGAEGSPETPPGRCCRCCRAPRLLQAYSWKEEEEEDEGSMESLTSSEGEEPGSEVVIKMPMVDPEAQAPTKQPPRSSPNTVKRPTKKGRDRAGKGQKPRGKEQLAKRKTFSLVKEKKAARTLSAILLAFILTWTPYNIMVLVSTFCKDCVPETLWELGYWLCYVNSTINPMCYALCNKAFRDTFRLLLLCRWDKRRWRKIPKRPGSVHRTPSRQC
# M1 antag – blocks human M1 muscarinic receptor | P11229 | CHO-K1 hM1, Fluo-8 calcium fluorescence, ACh EC80 antagonist | inhibition, % at 3 µM | hit rate 1.3% among 360,000 | AID 588852;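 active = percent inhibition above its own plate's cutoff, namely the mean of that plate's compound wells plus 3 SD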;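 note: peak over basal fluorescence ratio during 140 s after agonist addition; 0% = ACh EC80 plus DMSO and 100% = DMSO alone without agonist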
# M1 ag – human M1 muscarinic receptor agonism; P11229; CHO-K1 hM1, Fluo-8 calcium fluorescence, agonist mode; 0% DMSO, 100% acetylcholine EC100; activation, % at 3 µM; hit rate 0.33% among 360,000; AID 588814;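 active = activation above the run's mean compound activation plus 3 SD, cut at about 16% in these data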;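 note: peak over basal fluorescence ratio within a 140 s kinetic read after compound addition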
# TAAR1 antagonist – human TAAR1 antagonism; hit rate 1.5% among 360,000; inhibition, % at 3 µM; Q96RJ0; AID 624466; CHO RD-HGA16 TAAR1, Fluo-8 calcium fluorescence, antagonist;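 active = inhibition above a per-plate cutoff, the mean inhibition of test compounds on that plate plus 3 SD, cut at about 49% in these data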;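 note: 0% = DMSO plus EC80 beta-PEA response and 100% = DMSO alone without agonist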
# Target sequence (Q96RJ0 whole entry, looked up): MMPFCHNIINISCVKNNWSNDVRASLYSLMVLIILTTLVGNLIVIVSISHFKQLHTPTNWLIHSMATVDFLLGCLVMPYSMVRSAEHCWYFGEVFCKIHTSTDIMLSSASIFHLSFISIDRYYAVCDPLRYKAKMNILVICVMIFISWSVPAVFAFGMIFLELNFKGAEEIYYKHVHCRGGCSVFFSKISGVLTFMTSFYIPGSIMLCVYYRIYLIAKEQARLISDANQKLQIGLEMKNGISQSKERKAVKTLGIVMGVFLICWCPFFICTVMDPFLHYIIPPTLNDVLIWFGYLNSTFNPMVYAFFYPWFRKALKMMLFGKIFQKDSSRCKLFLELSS
#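 Test system – hTAAR1-expressing CHO RD-HGA16 cells, Gα16-coupled · Reagent – β-PEA at EC80 concentration, post-compound challenge · Compound dosing – 3 µM, single point · Timing – 140 s kinetic read after compound, 140 s after agonist · Detection – Fluo-8 intracellular calcium dye fluorescence, real-time kinetic reads · Control set – DMSO and EC80 PEA controls · Repeats – n of 1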
# CHO parental Ca – signal in parental CHO cells, OX1R antagonist counter-screen; parental CHO-K1, ATP-induced calcium, Fluo-8 fluorescence; inhibition, % at 5.6 µM; hit rate 0.63% among 330,000;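 active = inhibition above that plate's mean sample inhibition plus 3 SD, cut at about 26% in these data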;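 note: 0% = ATP-challenged DMSO wells and 100% = DMSO wells without ATP; some compounds past the cut are filed as inactive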
#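 Assay system: untransfected parental CHO cell line. Also added: ATP agonist challenge. Dosing: one dose, 5.6 µM nominal. Measured by: Fluo-8 fluorescence. Read-out: % inhibition. Benchmarks: ATP wells versus no-ATP DMSO wells. Repeats: no replicates.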
# OXTR ag – human OXTR agonism. CHO-OTR cells, Fluo-8 calcium fluorescence; normalized: DMSO 0%, oxytocin 100%. activation, % at 3 µM. hit rate 0.32% among 320,000;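 active = activation above the mean of all tested compounds plus 3 SD, cutoff set per screening run, cut at about 20% in these data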;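 note: peak over basal fluorescence ratio from a 100 s FLIPR kinetic read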
# OXTR potentiate – potentiators of human oxytocin receptor; P30559; CHO-OTR cells, Fluo-8 calcium fluorescence, potentiator mode; 0% = oxytocin EC15, 100% = EC100; hit rate 0.061% among 320,000; activation, % at 3 µM; AID 2445;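 active = activation above that plate's cutoff, the mean activation of tested compounds plus 3 SD, cut at about 6.6% in these data, passing the limit was not always enough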;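 note: 100% uses oxytocin at 75 nM as the full agonist control; some results filed as inactive read as strong as hits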
#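 System: human OTR in CHO cells / Also added: sub-maximal oxytocin, roughly EC15 / Control set: EC15 oxytocin low, 75 nM oxytocin high / Schedule: 6 min compound pre-incubation at room temperature, 100 s kinetic read / Compound: single-point 3.0 µM / Replication: singlicate / Technique: Fluo-8 calcium dye fluorescence / Read-out basis: % activation of max/min ratio relative to oxytocin controls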
# V1R ag counter – activates human V1a receptor in oxytocin agonist counter-screen; CHO-V1R cells, Fluo-8 calcium fluorescence, agonist mode; 0% DMSO, 100% 3 nM vasopressin; activation, % at 3 µM; hit rate 0.25% among 320,000; AID 2797;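 active = activation above the mean activation of all tested compounds plus 3 SD, per screening run, cut at about 20% in these data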;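 note: signal is peak over basal fluorescence ratio across a 100 second FLIPR read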
# TAAR1 agonist – human TAAR1 agonism. AID 624467. activation, % at 3 µM. hit rate 0.99% among 360,000. Q96RJ0. CHO RD-HGA16 TAAR1, Fluo-8 calcium fluorescence; vehicle wells 0%, saturating PEA agonist 100%;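 active = activation above the mean activation of all test compounds in the run plus 3 SD, cut at about 38% in these data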
#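 System: CHO-derived RD-HGA16 cells with stable Gα16 and human TAAR1 / Times: 17-24 h plating, Fluo-8 75 min 37 °C, 30 min RT / Technique: calcium-sensitive Fluo-8 signal, excitation 470-495, emission 515-575 nm / Measure: % activation relative to PEA EC100 response / Benchmarks: DMSO and PEA EC100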
# Active calls of the source: *; . = not tested or not shown.
SMILES,CHRM1 PAM,M1 antag,M1 ag,TAAR1 antagonist,CHO parental Ca,OXTR ag,OXTR potentiate,V1R ag counter,TAAR1 agonist
Cc1cc(C)cc(OCCn2ccnc2)c1,-9,8,-8,-1,-3,0.3,4,0.0,-1
COc1cccc(CN(C)C(=S)Nc2ccc(C)c(C)c2)c1,11,-3,-4,-7,-4,0.1,-5,0.9,-1
CC(=O)N/C(=N/c1nc(C)cc(C)n1)Nc1cccc(C)c1C,13,-9,-9,-6,-17,-0.7,-6,-0.2,2
CC1=C(C(=O)N(C)C)CC(CC(=O)NCCCN(C)C)C(=O)N1CCCN1CCCC1=O (stereo not given),2,3,-3,-1,.,.,.,.,2
CN(C)S(=O)(=O)c1ccc(N=Cc2c(C(F)(F)F)[nH]n(C)c2=O)cc1,3,3,-3,-24,-1,-0.5,-3,-0.3,2
O=C(CSc1ccc(-c2ccco2)nn1)Nc1ccc(F)cc1,-3,0,6,-11,-14,1.7,-7,6.2,3
Cn1nc(-c2ccc(Cl)cc2)c2cc(C(=O)NC3CC3)sc21,4,-13,3,6,-14,0.0,-3,-0.8,-1
CCN1C(=O)[C@H]2[C@@H](c3ccc(C)cc3)N3C(=O)N(c4ccc(OC)cc4)C(=O)[C@@]3(CC)[C@H]2C1=O,6,-4,-3,14,-4,1.1,-3,0.2,1
COc1ccccc1NC(=O)CSc1nncs1,1,-11,-2,7,-5,1.2,-2,-0.8,4
CC(O)(c1cccc(F)c1)c1nc(-c2ccccc2)cs1 (stereo not given),4,0,-4,-14,.,.,.,.,-2
Cc1c(C(=O)OCC(=O)NC(C)c2ccccc2)oc2ccccc12 (stereo not given),8,-15,0,-2,8,-0.3,-6,3.5,17
CCCCC[C@H]1CN(CCc2ccccc2)C(=O)[C@@H]1CC(=O)NCc1ccc(OC)cc1,-1,5,-6,33,-14,-0.4,-12,3.0,13
O=C(Nc1ccccc1-c1nc2ccccc2[nH]1)c1ccc(N2C(=O)CCC2=O)cc1,-11,12,-4,50*,0,0.5,-3,1.5,19
CN1C(=O)c2ccc(Oc3ccccc3)cc2C1=O,1,-8,-3,-4,-6,-2.0,-7,-1.5,4
COc1ccccc1NS(=O)(=O)c1cccc(C(=O)NNC(=O)c2ccc(=O)[nH]c2)c1,1,6,-2,-7,-6,-0.6,-5,0.0,5
CCn1cc(C(=O)Nc2ccc(OC)c(S(=O)(=O)N3CCCCC3)c2)c(=O)c2ccc(C)nc21,1,-8,-7,1,-11,-0.9,-7,-0.4,1
O=S(=O)(c1cccc(-c2csc(-c3cccnc3)n2)c1)N1CCCCC1,-6,2,-5,15,-7,-0.6,-3,-0.1,2
Cc1ccc(S(=O)(=O)c2c(C)cc(-c3ccccc3)[nH]c2=O)cc1,2,0,0,13,-14,5.4,-15,5.3,4
Cc1nnsc1C(=O)Nc1cc(Cl)ccc1Cl,3,-4,-5,-7,-11,-2.4,-20,-0.6,6
C/C(CC(=O)Nc1cccc(C(F)(F)F)c1)=N/NC(=O)C(=O)NCCO,15,-17,-2,-24,-11,0.3,-5,-0.4,0

# One compound at a time, from the list above. Order of screens: CHRM1 PAM	M1 antag	M1 ag	TAAR1 antagonist	CHO parental Ca	OXTR ag	OXTR potentiate	V1R ag counter	TAAR1 agonist
# `CCn1cc(C(=O)Nc2ccc(OC)c(S(=O)(=O)N3CCCCC3)c2)c(=O)c2ccc(C)nc21` reads 1	-8	-7	1	-11	-0.9	-7	-0.4	1
# `COc1ccccc1NS(=O)(=O)c1cccc(C(=O)NNC(=O)c2ccc(=O)[nH]c2)c1` reads 1	6	-2	-7	-6	-0.6	-5	0.0	5

# Among those listed so far, these contain two or more sulfur atoms:
SMILES,CHRM1 PAM,M1 antag,M1 ag,TAAR1 antagonist,CHO parental Ca,OXTR ag,OXTR potentiate,V1R ag counter,TAAR1 agonist
COc1ccccc1NC(=O)CSc1nncs1,1,-11,-2,7,-5,1.2,-2,-0.8,4
O=S(=O)(c1cccc(-c2csc(-c3cccnc3)n2)c1)N1CCCCC1,-6,2,-5,15,-7,-0.6,-3,-0.1,2

# At a glance, two of the compounds above:
SMILES,CHRM1 PAM,M1 antag,M1 ag,TAAR1 antagonist,CHO parental Ca,OXTR ag,OXTR potentiate,V1R ag counter,TAAR1 agonist
CN(C)S(=O)(=O)c1ccc(N=Cc2c(C(F)(F)F)[nH]n(C)c2=O)cc1,3,3,-3,-24,-1,-0.5,-3,-0.3,2
O=C(CSc1ccc(-c2ccco2)nn1)Nc1ccc(F)cc1,-3,0,6,-11,-14,1.7,-7,6.2,3

# (more compounds)
SMILES,CHRM1 PAM,M1 antag,M1 ag,TAAR1 antagonist,CHO parental Ca,OXTR ag,OXTR potentiate,V1R ag counter,TAAR1 agonist
CC(C)Cn1c(=O)[nH]c2ccccc21,9,-15,-2,0,38,0.0,-9,0.1,3
S=c1[nH]nc(-c2ccccc2Cl)n1Cc1ccccc1,11,-3,-14,-10,-11,-1.5,-9,0.0,1
COc1ccc(-c2nn(-c3ccccc3)cc2C(=O)O)cc1N,13,-5,1,-12,1,-0.8,-11,-0.4,5
COc1ccc(CNCC(=O)Nc2sccc2C#N)cc1,.,.,.,-7,-10,1.6,-5,0.4,2
O=C1COc2ccc(C(=O)COC(=O)c3ccc4ccccc4n3)cc2N1,6,-5,-1,30,-6,3.3,-14,1.1,4
Cc1c2c(nc3c(C)cccc13)OC(C)C2 (stereo not given),9,-8,-6,-14,-21,-2.2,-4,-0.9,8
CCC(C)c1c(O)nc(SCC(=O)c2ccccc2)[nH]c1=O (stereo not given),3,-6,-5,1,-3,0.8,2,1.3,4
CCOC(=O)c1c(NC(=O)CSc2nnc(-c3ccc(C)cc3)o2)sc(C(C)=O)c1C,5,2,-1,3,-19,0.3,-12,-0.1,0
Nc1nnc(CCCCCc2nnc(N)s2)s1,3,3,-2,1,-2,1.1,0,0.4,8
Cc1cc(C)c(C)c(C(=O)COC(=O)CNC(=O)CN2C(=O)c3ccccc3C2=O)c1C,5,-4,-4,-22,-11,-0.8,-1,-0.7,-1
FC(F)(F)c1nnc2c(Sc3ccccc3)nc3ccc(Cl)cc3n12,3,-2,-7,-6,-20,-1.1,-13,-0.8,18
Cc1ccc(C(=O)Nc2ccccc2C(=O)NC(CC(=O)O)C(=O)O)cc1 (stereo not given),5,-6,-2,-12,1,0.1,5,1.7,26
Cc1ccc(Nc2nc3ccccc3nc2Nc2c(C)n(C)n(-c3ccccc3)c2=O)cc1,9,-6,-4,4,-3,0.4,-3,0.3,0
CC(=O)c1cccc(NC(=O)COC(=O)c2n[nH]c3ccccc23)c1,5,-2,-2,-6,-11,5.8,-24,5.2,5
COCCn1cnnc1SCC(=O)Nc1ccccc1C(=O)Nc1ccc2c(c1)OCO2,5,-5,-1,14,-5,-1.1,-7,0.1,2
COc1ccc(NC(=O)COC(=O)/C=C/c2cccs2)c(OC)c1,4,1,-6,-9,-24,-0.8,-2,-0.1,1
CC1CCC2(CC1)N=C(N)Nc1nc3ccccc3n12 (stereo not given),10,-6,-6,-14,-7,0.4,-1,-0.2,7
CCOc1ccc(Nc2nc(Cc3nnc(SCC(=O)NC4CCCCC4)n3C)cs2)cc1,3,-3,-7,2,-17,-1.6,-2,-0.9,2
O=C1CCCN1CCCNc1ncnc2c1[nH]c1ccc(Cl)cc12,-4,9,-5,14,-16,0.6,4,2.6,4
COc1ccccc1OCc1ccc(C(=O)NCC2CCCO2)cc1 (stereo not given),6,-7,0,-3,-13,1.3,-3,0.7,8
NC(=O)C1CC(=O)N(c2ccc(OCc3c(F)cccc3Cl)cc2)C1 (stereo not given),4,-3,-4,-6,-3,2.3,-10,1.7,5
c1cc2c(cc1CN1CCN(C3CCCCCC3)CC1)OCO2,-25,64*,-10,-20,-3,-0.6,-12,1.0,10
COc1ccc(/C=C/C(=O)c2ccccc2)cc1Cn1nnc2ccccc21,2,-5,-7,8,0,0.8,-9,4.2,-1
Cn1c(N)c(C(=O)Nc2ccccc2F)sc1=S,17,-12,-2,3,-7,0.6,-9,4.4,2
COc1ccc(Nc2nc(N)c([N+](=O)[O-])c(N3CCOCC3)n2)cc1,7,-5,-2,31,-47,-2.2,0,0.1,6
COC(=O)c1ccc(NC(=O)CN(C2CCCCC2)S(C)(=O)=O)cc1,0,-11,-3,0,-11,1.5,-18,1.0,10
NC(=O)NC(=O)CC1S/C(=N/N=C2/NC(=O)CS2)NC1=O (stereo not given),9,-9,-4,-11,1,0.3,0,1.2,0
COc1ccc(Cl)cc1C(=O)Nc1ccc2c(c1)OCCO2,8,-11,-4,-12,.,.,.,.,0
O=C(NCCC(=O)N1CCC2(CC1)NCCc1[nH]cnc12)c1ccc(F)c(F)c1,9,-11,-4,-7,2,0.4,-5,-0.1,4
CCc1ccc(NC(=O)CSc2nc3ccccc3nc2N2CCCC2)cc1,-1,-8,-7,-17,7,-0.7,-5,-0.2,-1
CC(C)c1cc(C(F)(F)F)n2nc(C(=O)O)cc2n1,2,1,-2,7,-2,0.3,-2,1.4,10
CCN(CC)CCCNC(=O)c1cc(Cl)c(NC(=O)C2=C(C)OCCS2)cc1OC,-1,-6,-10,-5,-10,2.6,-7,2.1,3
Cc1cc(=O)n2[nH]c(-c3ccccc3Cl)cc2n1,2,-19,-5,13,-4,-2.0,-2,0.1,1
NC(=O)C1CCN(C(=O)NC(=O)c2ccccc2)CC1,4,-8,-3,-6,-4,-0.7,-4,0.2,0
CC(C)Sc1nc(N2CCOCC2)c2c(c1C#N)CC(C)(C)N(C)C2,-5,4,-5,-15,-13,-0.2,-6,0.8,9
Cc1cccc2cc(COC(=O)c3cccnc3)c(=O)[nH]c12,6,-26,-6,12,-13,-0.4,-11,0.6,7
O=C(NCc1ccc(Cl)cc1)c1cccnc1,1,-22,-3,-6,-6,-0.6,0,-0.9,14
